TrxR1 substrate: rat thioredoxin reductase 1 substrate activity | AID 588456 | 390,000 compounds, 0.01% hits | Potency, µM (series often up to 114 µM), inactives show top-dose activity change, negative = substrate turnover | O89049 | purified TrxR1 substrate turnover, NADPH consumption readout; note: potency is the fitted concentration of half-maximal effect; % is set by controls: 0 for no effect and ±100 for the full control effect; nearly all actives have a fitted effect of over 50% in size
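Rat TrxR1, dispensed at 90 nM, was prereduced with 400 uM NADPH (final) for 5 min at ~22 deg C, then incubated with compound 15 min before 400 uM selenite. A first-read NADPH fluorescence drop versus no-compound background flagged substrates.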
LDHA block: LDHA (human) enzyme inhibition | P00338 | purified LDHA, NADH/diaphorase-resazurin fluorescence; hits give low values | activity change, % (values are at about 110 or 230 µM) | 480,000 compounds, 0.15% hits; in the data active = activity change below about -30%; inconclusive = mostly about -25% to -30%;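 note: plate controls were DMSO wells for no effect and wells without enzyme for full effect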
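Enzyme activity of human lactate dehydrogenase 5 (2 nM; 0.06 mM NADH, 0.2 mM pyruvate, 5 min, RT) is measured via a resazurin/diaphorase fluorescence readout of residual NADH.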
rTrxR1 inhibitor: blocks rat thioredoxin reductase 1 | recombinant rTrxR1, NADPH fluorescence consumption, selenite substrate | Potency, µM (titrated, usually from 114 µM), without a hit: at the highest dose activity change, negative = inhibition, most hits filed as inhibitors | 390,000 compounds, 1% hits; note: potency is the fitted concentration of half-maximal effect; % is set by controls: 0 for no effect and ±100 for the full control effect; nearly all actives have a fitted effect of over 65% in size
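Rat TrxR1 (90 nM in the dispensed reagent) was pre-reduced with 400 uM NADPH for 5 min at room temperature, then incubated with compound for 15 min. After 400 uM selenite was added, NADPH fluorescence (Ex 340/Em 450 nm) was followed for 8 min.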
USP1 inh: USP1/UAF1 (human) deubiquitinase inhibition | O94782 | recombinant USP1/UAF1, Ub-Rhodamine cleavage fluorescence | Potency, µM (titrated, usually from 57.1 µM), without a hit: at the top dose activity change, negative = inhibition, usual class: inhibitors | 390,000 compounds, 0.23% hits | AID 743255; note: potency is the fitted concentration of half-maximal effect; % is set by controls: 0 for no effect and ±100 for the full control effect; nearly all actives have a fitted effect of over 60% in size; inactives centre near -12
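High-throughput fluorogenic screen: 1nM USP1/UAF1 complex, Ub-Rho substrate 150nM final, 50mM HEPES pH 7.8 with 0.5mM EDTA, 0.1 mg/ml BSA, 1mM TCEP and 0.01% Tween-20.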
GRP78 ERSR act: inducers of ER stress response in human glioma cells; U87-MG GRP78 promoter luciferase reporter, 16 h; Potency, µM, for inactives: at the highest dose activation, most hits filed as activators; 420,000 compounds, 0.02% hits; AID 602332; note: potency is the fitted concentration of half-maximal effect; series mostly up to about 76 µM; % of control where 0% means no effect; nearly all actives have a fitted effect of over 35% in size
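ERSR induction read as luciferase luminescence (Bright-Glo, 10 min at room temperature) in stably transfected human U87-MG glioma cells exposed to compounds for 16 h, using GRP78 as sensor.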
IDH1 R132H inh: blocks human mutant IDH1 R132H enzyme. O75874. IDH1-R132H enzyme, NADPH consumption, diaphorase/resazurin fluorescence. Potency, µM (doses to about 76.6 µM), for inactives: at the top dose activity change, negative = inhibition, actives largely listed as inhibitors. 390,000 compounds, 0.093% hits. AID 602179; note: potency is the fitted concentration of half-maximal effect; % is set by controls: 0 for no effect and ±100 for the full control effect; nearly all actives have a fitted effect of over 65% in size
Target sequence (O75874 whole entry R132H, stated change not applied): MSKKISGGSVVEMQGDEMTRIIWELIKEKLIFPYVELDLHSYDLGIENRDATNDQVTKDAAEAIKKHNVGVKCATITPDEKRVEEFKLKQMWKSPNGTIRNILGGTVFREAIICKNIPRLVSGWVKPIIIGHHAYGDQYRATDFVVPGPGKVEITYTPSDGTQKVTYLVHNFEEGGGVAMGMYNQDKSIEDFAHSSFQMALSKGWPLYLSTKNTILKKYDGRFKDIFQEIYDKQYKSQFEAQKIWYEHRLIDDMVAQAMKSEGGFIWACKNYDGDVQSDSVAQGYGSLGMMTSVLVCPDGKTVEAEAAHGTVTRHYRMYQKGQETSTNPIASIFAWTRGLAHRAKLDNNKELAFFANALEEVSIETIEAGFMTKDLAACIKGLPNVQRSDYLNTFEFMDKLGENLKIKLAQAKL
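IDH1-R132H (0.5 ug/mL dispensed) in pH 7.5 Tris buffer was preincubated 30 min with compound, then given a substrate mix of 0.016 mM NADPH and 2 mM alpha-KG for 80 min at room temperature; remaining NADPH was read by diaphorase/resazurin fluorescence.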
RGS4 inhibitor: human RGS4 inhibition; AID 504845; P49798; Transcreener GDP fluorescence polarization, RGS4-accelerated GTP hydrolysis; 390,000 compounds, 0.039% hits; Potency, µM (titrated, usually from 114 µM), for the others: top-dose activity change, negative = inhibition, actives largely listed as inhibitors; note: potency is the fitted concentration of half-maximal effect; % is set by controls: 0 for no effect and ±100 for the full control effect; nearly all actives have a fitted effect of over 75% in size; some results filed as inactive show a strong effect at the top dose
Target sequence (P49798 whole entry, looked up): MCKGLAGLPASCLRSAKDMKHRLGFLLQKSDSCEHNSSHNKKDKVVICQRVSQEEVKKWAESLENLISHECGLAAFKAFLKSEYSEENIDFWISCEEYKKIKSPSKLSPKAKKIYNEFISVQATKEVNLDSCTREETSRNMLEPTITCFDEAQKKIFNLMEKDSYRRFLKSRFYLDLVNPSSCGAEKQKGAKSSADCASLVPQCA
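MLSMR compounds (23 nl, pin-transferred) preincubated 10 min at room temperature with a 500nM (2x) first reagent, then RGS4 at 900nM (2x) plus Transcreener GDP mix added; fluorescence polarization (620/688 nm) read before and after 90 min at 30 °C.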
Vif-APOBEC3F blk: blocks the Vif interaction with APOBEC3F | HeLa A3F-eYFP + Vif (tagged APOBEC3F with the HIV-1 protein that degrades it), YFP fluorescence increase | Potency, µM (series often up to 46.1 µM), without a hit: at the top dose activity, negative = active | 390,000 compounds, 0.2% hits; note: potency is the fitted concentration of half-maximal effect; % of control where 0% means no effect; nearly all actives have a fitted effect of over 65% in size
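Fluorescence increase (Ex 488/Em 500-530) after overnight compound treatment at 37 deg C flags inhibition of Vif-driven A3F-eYFP loss in stable HeLa A3F-eYFP/Vif cells seeded overnight beforehand.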
Vif-APOBEC3G blk: inhibitors of Vif-APOBEC3G interaction. Q9HC16. HeLa A3G-eYFP + Vif (tagged APOBEC3G with the HIV-1 protein that degrades it), YFP fluorescence, overnight. Potency, µM (titrated, usually from 46.1 µM), for the others: at the highest dose activity, negative = active, usual class: inhibitors. 410,000 compounds, 0.076% hits;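 note: potency is the fitted concentration of half-maximal effect; % is set by controls: 0 for no effect and ±100 for the full control effect; nearly all actives have a fitted effect of over 60% in size; hits raise eYFP signal because A3G escapes Vif-driven loss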
Target sequence (Q9HC16 whole entry, looked up): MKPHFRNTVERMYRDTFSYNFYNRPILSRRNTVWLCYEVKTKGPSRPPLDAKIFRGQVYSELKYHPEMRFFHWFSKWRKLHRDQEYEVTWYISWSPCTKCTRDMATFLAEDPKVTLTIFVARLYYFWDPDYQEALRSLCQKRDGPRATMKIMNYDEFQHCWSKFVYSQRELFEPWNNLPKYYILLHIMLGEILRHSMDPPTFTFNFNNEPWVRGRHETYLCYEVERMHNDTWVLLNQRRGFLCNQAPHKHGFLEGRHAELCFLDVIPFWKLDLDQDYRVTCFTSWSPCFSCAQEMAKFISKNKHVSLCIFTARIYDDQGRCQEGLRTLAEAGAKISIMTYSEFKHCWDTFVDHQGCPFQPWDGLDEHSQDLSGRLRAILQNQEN
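Read-out is eYFP fluorescence (Ex 488/Em 500-530) from Vif-expressing HeLa A3G-eYFP cells; more signal means A3G escaped Vif-mediated degradation. Cells plated overnight, compound pinned in, incubated overnight at 37 deg C.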
An asterisk follows results filed as active; u = inconclusive; x = not tested or not shown; [ ] = remark or other dose. Unless noted, calls come from the whole dose curve; as a rule, active = well fitted curve in the direction sought with a large enough effect; inconclusive = small, poorly fitted or top-dose-only effect, or another doubt; inactive = no such curve, though single readings can be large; an effect the other way counts as inactive or inconclusive.

1: COC(=O)CCCC1=CC2=CC(=O)C(C)(OC(=O)c3cccs3)C(=O)C2=CN1Cc1ccc2c(c1)OCO2 (stereo not drawn)
2: COc1ccc(/C=N/NC(=O)c2ccn[nH]2)cc1CN1CCOCC1
3: CCOC(=O)N1CCC(NC(=O)CCC(=O)N2CCOc3ccccc32)CC1
4: COCCn1c(SCC(=O)Nc2ccc3c(c2)OCCO3)nnc1-c1c[nH]c2ccccc12
5: CC(C)c1ccc(C2/C(=C(/O)c3ccccc3)C(=O)C(=O)N2CCCN2CCOCC2)cc1 (stereo not drawn)
6: Cc1ccc(C(=O)NNC(=O)C2CCCN(c3ncccn3)C2)cc1 (stereo not drawn)
7: COc1cccc(CC(NC(C)=O)C(=O)NC2CCN(S(=O)(=O)c3ccc(NC(C)=O)cc3)CC2)c1OC (stereo not drawn)
8: C=C1CCN([C@@H](CC(C)C)C(=O)NCc2ccccc2)S(=O)(=O)c2ccccc21

screen / no.	1	2	3	4	5	6	7	8
GRP78 ERSR act	-3%	0%	-5%	-4%	-3%	-4%	-4%	-2%
rTrxR1 inhibitor	-24%[57.1 µM]	7%	1%	22%	11%	-14%	18%	27%
IDH1 R132H inh	7%	20%	2%	1%	5%	-1%	-8%	-7%
Vif-APOBEC3F blk	3%	10%	10%	-10%	1%	-2%	-3%	-2%
TrxR1 substrate	-7%[57.1 µM]	-2%	-2%	4%	-1%	3%	1%	2%[57.1 µM]
USP1 inh	u	-16%	-10%	-8%	-5%	1%	-3%	-27%
LDHA block	14	-16	-3	5	-1	-2	-5	-2
Vif-APOBEC3G blk	5%	-4%	1%	-6%	0%	0%	-1%	-7%
RGS4 inhibitor	-19%	23%	-2%	-3%	13%	10%	23%	4%

Record cards, as listed above. Order of values: GRP78 ERSR act | rTrxR1 inhibitor | IDH1 R132H inh | Vif-APOBEC3F blk | TrxR1 substrate | USP1 inh | LDHA block | Vif-APOBEC3G blk | RGS4 inhibitor
Profile of CC(C)c1ccc(C2/C(=C(/O)c3ccccc3)C(=O)C(=O)N2CCCN2CCOCC2)cc1 (stereo not drawn) → -3% | 11% | 5% | 1% | -1% | -5% | -1 | 0% | 13%
Profile of CCOC(=O)N1CCC(NC(=O)CCC(=O)N2CCOc3ccccc32)CC1 → -5% | 1% | 2% | 10% | -2% | -10% | -3 | 1% | -2%
Profile of COCCn1c(SCC(=O)Nc2ccc3c(c2)OCCO3)nnc1-c1c[nH]c2ccccc12 → -4% | 22% | 1% | -10% | 4% | -8% | 5 | -6% | -3%
Profile of COc1cccc(CC(NC(C)=O)C(=O)NC2CCN(S(=O)(=O)c3ccc(NC(C)=O)cc3)CC2)c1OC (stereo not drawn) → -4% | 18% | -8% | -3% | 1% | -3% | -5 | -1% | 23%
Profile of Cc1ccc(C(=O)NNC(=O)C2CCCN(c3ncccn3)C2)cc1 (stereo not drawn) → -4% | -14% | -1% | -2% | 3% | 1% | -2 | 0% | 10%

More compounds follow:
9: Cc1ccc(S(=O)(=O)NNC(=O)c2ccccc2-n2cccc2)cc1
10: CCOC(=O)CC1C(=O)NCCN1S(=O)(=O)c1ccc(NC(C)=O)cc1 (stereo not drawn)
11: Cc1cccc(C)c1Nc1c(-c2ccc(Cl)s2)nc2ncccn12
12: CCCN(c1ccc(C(C)C)cc1)S(=O)(=O)c1c(C)noc1C
13: Cc1ccc(C(=O)Nc2ccc(NC(=O)c3cccs3)cc2)cc1C
14: COc1ccc(NC(=O)C(CCSC)NC(N)=O)cc1NS(=O)(=O)c1ccc(F)cc1 (stereo not drawn)
15: O=C1CN(C(=O)COC(=O)c2ccccc2O)c2ccccc2N1
16: CCn1ncc(Cl)c1C(=O)NC(C)c1ccccc1 (stereo not drawn)

screen / no.	9	10	11	12	13	14	15	16
GRP78 ERSR act	-1%	-3%	-2%	0%	u	-1%	-4%	-1%
rTrxR1 inhibitor	26%	25%	0%	-8%[57.1 µM]	17%	1%[57.1 µM]	9%	2%
IDH1 R132H inh	21%	-15%	-10%	10%	-1%	22%	6%	-1%
Vif-APOBEC3F blk	3%	-13%	9%	-15%	-6%	-2%	-6%	-3%
TrxR1 substrate	3%	3%	-7%	2%[57.1 µM]	9%	4%	-2%	5%
USP1 inh	-17%	-14%	u	-6%	-3%	-12%	-4%	-6%
LDHA block	0	-5	-3	2	-5	-1	-2	-8
Vif-APOBEC3G blk	3%	1%	-12%	1%	1%	-2%	0%	1%
RGS4 inhibitor	8%	18%	-16%	26%	-1%	-7%	1%	35%

17: COCCn1c(=O)[nH]c(=O)c2cc(C(=O)c3cc(Cl)ccc3O)cnc21
18: COc1cccc(/C=N/NC(=O)c2cc(C34CC5CC(CC(C5)C3)C4)[nH]n2)c1
19: CCCC1C(c2ccc(OC)cc2)C(C#N)(C#N)C2(C#N)CC1(N)NC2=O (stereo not drawn)
20: Cn1c(SCC(=O)N2CCCc3ccccc32)nnc1-c1ccccc1
21: CCOC(=O)CSc1nc2c(sc(=S)n2-c2ccccc2)c(=O)n1-c1ccc(OC)cc1OC
22: O=C(c1ccc(-n2cncn2)c([N+](=O)[O-])c1)N1CCN(S(=O)(=O)c2cccc(F)c2)CC1
23: CC(C)c1ccc(NC(=S)N2CCCC2)cc1
24: COc1ccccc1/C=N/NC(=S)NCc1ccco1

screen / no.	17	18	19	20	21	22	23	24
GRP78 ERSR act	-2%	-3%	-2%	-2%	3%	3%	0%	0%
rTrxR1 inhibitor	-1%[57.1 µM]	5%[57.1 µM]	u	20%	8%	12%	-3%	16%[57.1 µM]
IDH1 R132H inh	-4%	-1%	-3%	9%	23%	-3%	7%	-6%
Vif-APOBEC3F blk	-1%	-11%	4%	-2%	-1%	-2%	-6%	u
TrxR1 substrate	2%[57.1 µM]	-7%	3%[57.1 µM]	16%	-6%	2%	5%	-6%
USP1 inh	-3%	-26%	4%	-4%	-5%	-20%	-11%	-1%
LDHA block	-6	3	-10	-5	-5	1	-1	-6
Vif-APOBEC3G blk	0%	-1%	-1%	2%	-1%	0%	-5%	3%
RGS4 inhibitor	-44%	u	-8%	-2%	-27%	-28%	-42%	-19%

25: O=C(/C=C/c1ccc(Cl)cc1)N(Cc1cccs1)C1CCS(=O)(=O)C1 (stereo not drawn)
26: O=C1NC(CCc2ccccc2)C(=O)N1CCOc1cccc(Br)c1 (stereo not drawn)
27: C/C(=N\NC(=O)c1nnn(-c2nonc2N)c1-c1ccc2c(c1)OCO2)c1ccc(C)cc1
28: c1ccc(-c2cncnc2)cc1
29: C=CC#CC1(O)CC(C)[N+](C)(C)CC1C (stereo not drawn)
30: Nc1ccc(C#Cc2ccc3sc4ccccc4c(=O)c3c2)cc1
31: COc1ccccc1N1CCN(S(=O)(=O)c2c(C)nc3sc(C)c(C)n3c2=O)CC1
32: O=C(NC1CCCC1)c1ccc2c(c1)N(Cc1ccccc1)CCS2

screen / no.	25	26	27	28	29	30	31	32
GRP78 ERSR act	-3%	0%	-5%	-4%	-5%	4%	-1%	0%
rTrxR1 inhibitor	21%	16%	7%	7%	-1%[57.1 µM]	9%[57.1 µM]	7%	40%[activator]
IDH1 R132H inh	-1%	13%	-3%	-12%	6%	6%	-8%	-11%
Vif-APOBEC3F blk	-10%	0%	-4%	-1%	-3%	-8%	-6%	0%
TrxR1 substrate	2%	-4%	9%	0%	13%[57.1 µM]	4%[57.1 µM]	0%	58%[activator]
USP1 inh	-19%	-21%	-17%	22%	-8%	-29%	-12%	-16%
LDHA block	-5	0	-2	-7	-14	-5	-4	-6
Vif-APOBEC3G blk	1%	0%	u	4%	-1%	-2%	-1%	-5%
RGS4 inhibitor	-19%	-2%[56.9 µM]	0%	12%	-4%	3%	3%	16%

33: CC1=CC(C)(C)[N+](C)(C)c2ccccc21
34: O=C(COc1ccc(C(=O)NCCN2CCOCC2)cc1)Nc1cccc(C(F)(F)F)c1
35: COc1ccc(Cc2nc3ccc(C(=O)NCCc4ccncc4)cc3o2)cc1OC
36: CS(=O)(=O)c1ccc(C(=O)OCC(=O)Nc2ccc(OC(F)(F)F)cc2)cc1[N+](=O)[O-]
37: Cc1nc2ccccc2c(=O)n1Cc1ccc([N+](=O)[O-])cc1
38: Cc1cccc(-c2sc(Nc3ccccc3)n[n+]2-c2ccc(F)cc2)c1
39: CC(C#N)Sc1nc2ccccc2c(=O)n1-c1ccccc1 (stereo not drawn)

screen / no.	33	34	35	36	37	38	39
GRP78 ERSR act	-5%	-1%	-1%	-12%	-3%	-4%	-2%
rTrxR1 inhibitor	-11%	-9%	30%[57.1 µM]	3.5µM*	16%	-63%[57.1 µM]	12%
IDH1 R132H inh	0%	2%	2%	x	-3%	-13%	3%
Vif-APOBEC3F blk	5%	-6%	0%	x	-8%	0%	-1%
TrxR1 substrate	-8%	-8%	3%[57.1 µM]	-3%	3%	9%[57.1 µM]	4%
USP1 inh	-6%	2%	-6%	x	-16%	5%	-6%
LDHA block	-15	-4	1	0	0	-1	-7
Vif-APOBEC3G blk	1%	1%	1%	-18%	-2%	0%	-1%
RGS4 inhibitor	-13%	0%	-7%[56.9 µM]	0%	-2%	-5%	9%

Not all compounds are listed; the hit share may differ from the screen's.
